# Pf apPOL inh – Pf-apPOL DNA polymerase inhibition | Recombinant Pf-apPOL, molecular beacon fluorescence, 1.5 h | inhibition, % at 10 µM | hit rate 0.25% among 210,000
# mHTT-CaM PPI inh – inhibitors of human mutant huntingtin-calmodulin interaction. AlphaScreen His-mHTT/GST-CaM binding, luminescence. inhibition, % at 15 µM. hit rate 3.6% among 190,000. AID 1671202;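 note: 0% = both proteins with DMSO and 100% = one protein alone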
# Target sequence (P42858 whole entry, looked up, stated change not applied): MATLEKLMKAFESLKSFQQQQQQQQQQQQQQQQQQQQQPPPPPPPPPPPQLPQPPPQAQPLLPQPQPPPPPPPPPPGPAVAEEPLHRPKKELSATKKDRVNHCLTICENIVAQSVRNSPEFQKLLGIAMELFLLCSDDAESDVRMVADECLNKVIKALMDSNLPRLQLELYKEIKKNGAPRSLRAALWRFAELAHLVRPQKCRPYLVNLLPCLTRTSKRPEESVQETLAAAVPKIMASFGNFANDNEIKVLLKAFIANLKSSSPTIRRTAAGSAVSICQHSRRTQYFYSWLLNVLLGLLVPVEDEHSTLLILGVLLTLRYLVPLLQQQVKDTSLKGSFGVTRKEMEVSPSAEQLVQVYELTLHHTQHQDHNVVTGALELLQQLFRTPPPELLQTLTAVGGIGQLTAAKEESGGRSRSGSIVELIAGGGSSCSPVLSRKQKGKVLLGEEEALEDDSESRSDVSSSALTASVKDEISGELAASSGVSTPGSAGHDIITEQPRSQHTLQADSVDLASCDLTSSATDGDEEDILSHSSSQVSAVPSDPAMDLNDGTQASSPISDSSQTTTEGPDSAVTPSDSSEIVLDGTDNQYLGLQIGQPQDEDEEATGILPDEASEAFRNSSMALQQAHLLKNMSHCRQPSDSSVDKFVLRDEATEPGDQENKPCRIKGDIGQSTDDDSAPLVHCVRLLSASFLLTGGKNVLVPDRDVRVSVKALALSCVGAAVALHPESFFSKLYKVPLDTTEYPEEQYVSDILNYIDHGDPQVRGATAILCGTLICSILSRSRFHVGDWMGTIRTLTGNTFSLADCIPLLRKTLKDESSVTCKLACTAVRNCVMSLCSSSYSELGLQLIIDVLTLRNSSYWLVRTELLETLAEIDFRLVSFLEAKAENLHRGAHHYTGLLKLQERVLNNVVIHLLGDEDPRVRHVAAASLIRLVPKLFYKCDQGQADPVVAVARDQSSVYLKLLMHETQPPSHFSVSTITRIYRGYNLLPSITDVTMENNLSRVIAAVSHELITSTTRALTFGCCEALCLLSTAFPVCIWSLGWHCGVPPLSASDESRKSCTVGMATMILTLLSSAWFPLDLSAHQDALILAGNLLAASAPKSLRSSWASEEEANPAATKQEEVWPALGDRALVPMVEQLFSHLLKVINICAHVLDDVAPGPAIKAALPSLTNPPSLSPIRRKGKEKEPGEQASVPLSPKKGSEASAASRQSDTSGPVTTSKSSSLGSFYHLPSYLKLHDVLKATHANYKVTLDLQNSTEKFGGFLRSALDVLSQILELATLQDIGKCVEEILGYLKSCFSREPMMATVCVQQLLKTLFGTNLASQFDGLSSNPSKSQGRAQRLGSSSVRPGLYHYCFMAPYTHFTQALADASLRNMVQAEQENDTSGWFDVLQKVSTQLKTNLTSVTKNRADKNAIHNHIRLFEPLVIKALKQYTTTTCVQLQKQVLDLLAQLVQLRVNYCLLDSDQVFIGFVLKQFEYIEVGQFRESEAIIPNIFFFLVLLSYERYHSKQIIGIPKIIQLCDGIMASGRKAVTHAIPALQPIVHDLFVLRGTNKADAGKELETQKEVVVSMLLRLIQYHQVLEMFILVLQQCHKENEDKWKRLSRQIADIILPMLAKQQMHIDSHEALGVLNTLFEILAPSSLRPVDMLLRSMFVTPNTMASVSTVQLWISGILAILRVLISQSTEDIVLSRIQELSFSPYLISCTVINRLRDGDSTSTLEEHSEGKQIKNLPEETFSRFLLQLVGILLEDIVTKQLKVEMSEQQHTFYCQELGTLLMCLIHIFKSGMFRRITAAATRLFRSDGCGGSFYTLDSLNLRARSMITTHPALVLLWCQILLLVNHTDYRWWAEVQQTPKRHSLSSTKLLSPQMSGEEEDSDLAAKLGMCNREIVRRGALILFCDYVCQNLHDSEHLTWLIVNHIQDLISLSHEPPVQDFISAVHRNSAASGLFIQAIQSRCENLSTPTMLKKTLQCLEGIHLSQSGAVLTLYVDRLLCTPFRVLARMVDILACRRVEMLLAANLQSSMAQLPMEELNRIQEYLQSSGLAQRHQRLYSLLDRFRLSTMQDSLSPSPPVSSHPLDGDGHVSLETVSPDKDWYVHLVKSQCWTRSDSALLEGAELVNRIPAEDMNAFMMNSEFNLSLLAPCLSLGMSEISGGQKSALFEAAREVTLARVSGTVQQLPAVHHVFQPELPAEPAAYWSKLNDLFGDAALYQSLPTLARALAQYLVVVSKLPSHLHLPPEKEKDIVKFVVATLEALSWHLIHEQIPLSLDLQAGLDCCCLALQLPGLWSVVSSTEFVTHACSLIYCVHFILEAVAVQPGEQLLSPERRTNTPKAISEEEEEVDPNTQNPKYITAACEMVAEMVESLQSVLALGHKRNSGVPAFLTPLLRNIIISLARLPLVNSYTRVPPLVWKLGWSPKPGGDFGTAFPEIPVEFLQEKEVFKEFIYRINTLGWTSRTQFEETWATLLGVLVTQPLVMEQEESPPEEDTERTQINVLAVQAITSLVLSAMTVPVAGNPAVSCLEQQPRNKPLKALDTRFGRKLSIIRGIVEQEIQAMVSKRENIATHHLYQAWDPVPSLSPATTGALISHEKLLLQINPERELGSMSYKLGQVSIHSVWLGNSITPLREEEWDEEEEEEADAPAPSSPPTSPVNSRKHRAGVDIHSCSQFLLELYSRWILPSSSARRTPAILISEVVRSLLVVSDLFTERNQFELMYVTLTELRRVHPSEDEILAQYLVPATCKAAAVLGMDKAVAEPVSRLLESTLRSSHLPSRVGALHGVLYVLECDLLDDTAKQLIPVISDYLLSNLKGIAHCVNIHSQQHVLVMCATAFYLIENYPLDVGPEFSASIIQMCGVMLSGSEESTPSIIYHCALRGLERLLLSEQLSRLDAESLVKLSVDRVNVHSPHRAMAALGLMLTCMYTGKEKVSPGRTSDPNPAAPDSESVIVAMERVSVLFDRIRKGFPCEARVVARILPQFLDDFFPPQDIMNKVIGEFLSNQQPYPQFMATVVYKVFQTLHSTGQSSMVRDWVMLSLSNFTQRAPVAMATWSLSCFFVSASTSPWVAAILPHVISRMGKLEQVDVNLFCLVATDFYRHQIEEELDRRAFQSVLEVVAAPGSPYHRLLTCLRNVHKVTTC
# An asterisk follows results filed as active; . = no result given; & = joins results of further samples. Cut-off read from the data, not from the text of the source: active = inhibition above about 50%; inactive = the rest.
# A first look, three compounds:
# Values run as follows: Pf apPOL inh	mHTT-CaM PPI inh
Cc1ccc(-c2nc(C)c(C(=O)N3CCC(C(C)C(=O)NCCC(C)C)CC3)s2)cc1 (stereo not drawn)
→ 4	23
CS(=O)(=O)Nc1ccc(S(=O)(=O)Nc2ccc(F)cc2)cc1
→ -2	-4
C#CCNC(=O)c1cc(-c2ccc(OC)cc2)nn1C
→ -8	-5

# The listing, from the start:
# Values run as follows: Pf apPOL inh	mHTT-CaM PPI inh
Cc1ccc(-c2nc(C)c(C(=O)N3CCC(C(C)C(=O)NCCC(C)C)CC3)s2)cc1 (stereo not drawn)
→ 4	23
CS(=O)(=O)Nc1ccc(S(=O)(=O)Nc2ccc(F)cc2)cc1
→ -2	-4
C#CCNC(=O)c1cc(-c2ccc(OC)cc2)nn1C
→ -8	-5
CCc1c(C(=O)NCC2CCCO2)cnn1-c1ccc(C)cc1 (stereo not drawn)
→ -1	6
CC(C=Cc1c[nH]c2ccccc12)=CC(=O)O
→ 2	.
CCC1=NS(=O)(=O)c2cccnc2N1c1ccc(C(C)C)cc1
→ -1	-8
Nc1ccc(-c2nc3ccc(Oc4ccc5nc(-c6ccc(N)cc6)[nH]c5c4)cc3[nH]2)cc1
→ -3	84*
COc1ccc(C2CC(O)(c3ccccc3)Oc3c(C)ccc(C(C)C)c32)cc1 (stereo not drawn)
→ 2	55*
COc1ccc(Cl)cc1N1CCN(C(=O)C2CCC2)C(C)C1=O (stereo not drawn)
→ -1	-6
Cc1ccc2oc(C(=O)NCCc3cccs3)cc2n1
→ -7	-9
CCn1c(C2CCN(C(=O)CCC(C)C)C2)nc2cccnc21 (stereo not drawn)
→ -2	-9
C=CCc1cccc(C=NNC(N)=S)c1O
→ 56*	94*
COC(=O)Cn1cc(CN2CCCC2c2cc(C(C)C)on2)c2cc(OC)ccc21 (stereo not drawn)
→ 2	46
CCc1ccc(N(CC(=O)N2CCN(c3ccccc3)CC2)S(=O)(=O)c2ccccc2)cc1
→ 3	54*
O=C(NCC1(c2ccc(F)cc2)CC1)C(=O)Nc1cccnc1
→ 0	-20
Nc1nc2ccccc2n1Cc1ccccc1F
→ -6	-2
CC(=O)NC(=Nc1nc(C)c2cc(C)ccc2n1)NC(C)=O
→ 0	6
CCOc1ccc(N=Cc2nc(-c3ccccc3)oc2O)cc1
→ 1	-1
O=S(=O)(NC1CCCC1)c1ccccc1Br
→ -6	-13
COc1ccc(OC)c(NC(=O)NC2(C(F)(F)F)Oc3ccccc3O2)c1
→ -3	4
Cn1c(=O)c2c(nc(Cl)n2Cc2ccccc2)n(C)c1=O
→ -1	-3
CCOc1ccc(N2C(=O)CC(N3CCN(C)CC3)C2=O)cc1 (stereo not drawn)
→ -7	-5
Cc1cc(-c2nnc(NC(=O)c3cc(=O)c4ccccc4o3)o2)c(C)o1
→ 9	-12
CCc1ccnc(NS(=O)(=O)c2ccc(OC)c(OC)c2)c1
→ -4	.
COC(=O)NCCN1CCN(c2ccccc2)CC1
→ -3	-12
Cn1c(NCc2ccccc2)cc(=O)n(C)c1=O
→ -2	-2
FC(F)(F)c1cc(-c2cccs2)nc(-n2ccnc2)n1
→ 11	1
CCOC(=O)C1CCN(C(=O)c2nnn(-c3ccccc3Cl)c2-c2ccccn2)CC1
→ -9	-4
COc1ccc(CN2Cc3cc(NC(=O)C(C)C)ccc3OC(C)C2=O)cc1 (stereo not drawn)
→ -2	14
COc1cccc(CNC(=O)Cn2cnc3c(c2=O)CN(Cc2ccccc2)CC3)c1OC
→ -3	4
CCOC(=O)CNC(=O)N1CCCC1c1ccc(Cl)cc1 (stereo not drawn)
→ 0	-5
CC(C)C(=O)NC(c1ccc(N(C)C)cc1)c1ccc2cccnc2c1O (stereo not drawn)
→ -1	100*
COc1ccc(C2=COC3(CCCN(C(C)=O)C3)C2)cc1 (stereo not drawn)
→ 1	-3
OC(COc1ccccc1)CSc1nc2ccccc2o1 (stereo not drawn)
→ -5&-4	-24&-1
O=C(C1CC1)N1CCc2sc(S(=O)(=O)Nc3cc(Cl)ccc3F)cc2C1
→ 0	17
O=C(CSc1ccc(-c2cccnc2)nn1)Nc1ccc2c(c1)OCO2
→ 4	-4
COc1ccccc1C(=O)NC1CCN(c2ccc(C)cc2)C1=O (stereo not drawn)
→ -4	-3
O=C(Cn1c(=O)n(-c2cccc(C(F)(F)F)c2)c(=O)c2sccc21)NC1CCCCC1
→ -2	-3
CN(C)c1ccc(CNCCC2(O)CCOC(C)(C)C2)cc1 (stereo not drawn)
→ 8	7
Clc1ccccc1-c1nc(-c2ccc3nonc3c2)no1
→ -4	.

# An excerpt of these results, tab-delimited:
Molecule	Pf apPOL inh	mHTT-CaM PPI inh
CN(C)c1ccc(CNCCC2(O)CCOC(C)(C)C2)cc1 (stereo not drawn)	8	7
CC(C)C(=O)NC(c1ccc(N(C)C)cc1)c1ccc2cccnc2c1O (stereo not drawn)	-1	100*
O=C(C1CC1)N1CCc2sc(S(=O)(=O)Nc3cc(Cl)ccc3F)cc2C1	0	17
COc1ccc(C2=COC3(CCCN(C(C)=O)C3)C2)cc1 (stereo not drawn)	1	-3
O=C(CSc1ccc(-c2cccnc2)nn1)Nc1ccc2c(c1)OCO2	4	-4
COc1ccccc1C(=O)NC1CCN(c2ccc(C)cc2)C1=O (stereo not drawn)	-4	-3

# Further results:
# Values run as follows: Pf apPOL inh	mHTT-CaM PPI inh
Cc1cccc(NC(=O)Cn2c(C)nc3c(c2=O)CCN(Cc2ccccc2)C3)c1
→ -7	-3
O=C1NCCOc2ccc(NC(=O)C34CC5CC(CC(C5)C3)C4)cc21
→ 1	3
COc1ccc2cc(-c3nnc(NCc4ccccc4)s3)c(=O)oc2c1
→ -4	0
Cc1ncn(CC(=O)Nc2ccc(F)cc2F)c(=O)c1C
→ -1	-9
COc1ccc(NC(=O)C2CC(c3ccc(F)cc3)=NO2)cc1OC (stereo not drawn)
→ 0	-5
O=C(c1cnccn1)N(CC1CCCO1)C1(C(=O)NC2CCCC2)CCCCC1 (stereo not drawn)
→ -3	2
Cc1nnc(NC(=O)CCN2C(=O)c3ccccc3C2=O)s1
→ -3	0
O=c1c2ccccc2ncn1CCOCCOc1ccc(Br)cc1Cl
→ -3	-1
COc1ccc(-c2nc3cc(N=Cc4cc(C(=O)O)ccc4O)ccc3o2)cc1
→ 7	6
O=C(NC1CC1)c1ccc(OCC2CCCN(C(=O)c3ccccc3)C2)cc1 (stereo not drawn)
→ -5	-5
Cc1ccc(CNC(=O)CNS(=O)(=O)c2ccc(Br)s2)cc1
→ 0	-5
COc1ccc(Cl)cc1N1C(=O)C2CCCN2C1c1cccc(Br)c1 (stereo not drawn)
→ 2	7
Cc1ccc(-c2nc(C=Nc3ccc(Cl)cc3C)c(O)o2)cc1
→ -1	4
O=C(NCc1cccnc1-c1ccccc1)C1CCC1
→ -4	-17
Cc1ccc(-c2noc(-c3ccc(NC4CCCC4)nc3)n2)cc1
→ 3	-2
O=C(NCCN1CCN(S(=O)(=O)c2ccccc2)CC1)c1cccc(F)c1
→ -2	-15
O=C(O)C1CC=CCC1C(=O)Nc1nc(-c2ccc(Br)cc2)cs1 (stereo not drawn)
→ -8	2
COc1ccc(CC(=O)Nc2ccc(Br)cc2F)cc1OC
→ -5	9
O=S(=O)(NC1Cc2ccccc2C1)c1ccc(Cl)s1
→ -9	.
CCC(=O)N1CCc2cc(Br)cc(S(=O)(=O)Nc3cccc(F)c3)c21
→ -3	2
CCCCN(C)S(=O)(=O)c1ccc(C(=O)Nc2nc3c(s2)CSc2ccccc2-3)cc1
→ -7	28
CCC(C)NC(=O)c1cn2c(n1)CCC(c1ccccc1C)C2 (stereo not drawn)
→ -2	1
CCOc1cc(C(=O)N2CCN=C2SC)cc(OCC)c1OCC
→ -11	2
CC(=O)N1c2c(cc(Br)cc2S(=O)(=O)Nc2ccc(C)cc2Cl)CC1C (stereo not drawn)
→ 2	12
O=C(CN1CCOCC1)N1N=C(c2ccccc2Cl)CC1c1ccccc1Cl (stereo not drawn)
→ -3	100*
Cc1cc(NC(=O)c2cnc(-c3ccccc3)nc2-c2ccncc2)ccc1F
→ -4	-3
N#CC(C#N)=CNc1ccc(S(=O)(=O)c2ccc(NC=C(C#N)C#N)cc2)cc1
→ -10	.
Cc1nc(-c2ccc(Cl)cc2)sc1-c1csc(-c2ccc(Cl)cc2)n1
→ -4	.
O=C1OC2(CCCCC2)OC(=O)C1=Cc1cccs1
→ 10	7
O=C(c1ccoc1)N1CCC(OCc2nc(-c3cccnc3)no2)CC1
→ -6	2
CCCCCCN1C[C@H](O)[C@@H](n2cc(C3CC3)nn2)C[C@@H]1c1ccc(OC)cc1
→ -9	27
Cc1cccc(C(=O)N2CCC(c3nc(CNC(=O)C4CC4)cs3)CC2)c1
→ -4	-6
Cn1c(SCc2ccc([N+](=O)[O-])cc2)nnc1-c1ccc(NC(=O)c2ccccc2Cl)cc1
→ -11	31
CCOc1ccc(-n2nc(C(=O)N(C)Cc3ccccc3)c3ccccc3c2=O)cc1
→ -4	21
COc1cccc(NC(=O)NCCC2CCN(S(=O)(=O)c3ccc(C)cc3)CC2)c1
→ 9	38
CCC(C)Sc1nc2c(c(=O)n1-c1ccc(Br)cc1)SCC2 (stereo not drawn)
→ -8	10
COC(=O)Cc1c(C)nc(SCC(=O)Nc2ccccc2)[nH]c1=O
→ -9	.
CCc1ccc(C2CC(c3ccc(F)cc3)Nc3nc(N)nn32)cc1 (stereo not drawn)
→ 2	13
CCn1ccc(C(=O)N2CCc3cc(-c4csc(C)n4)ccc32)n1
→ -8	11
COc1ccc(S(=O)(=O)N2CC3CN(C(=O)Nc4cccc(OC)c4)CC(C2)O3)cc1
→ -6	-8
COc1cc(NC(=O)Nc2ccc(Cl)c(Cl)c2)cc(OC)c1OC
→ -5	18
CS(=O)(=O)c1ccc(Br)cc1
→ .	-6
N#Cc1nc(COc2ccc(Br)cc2)oc1N1CCCCC1
→ -3	51*
O=C(Nc1ccccc1Oc1ccccc1)c1ccccc1Cl
→ -3&-3	.
Cn1nc(-c2nc(C3CC3)no2)c2c1CCN(C(=O)c1ccc(F)c(Cl)c1)C2
→ -1	2
C=CCNc1nc(-c2sc(NC(=O)CC)nc2C)cs1
→ -11	22
COc1cc(OC)cc(N2C(=O)CC(N3CCN(c4ccc([N+](=O)[O-])cc4)CC3)C2=O)c1 (stereo not drawn)
→ -6	21
COc1cc(OC)cc(C(=O)N2CCC(c3noc(-c4ccccc4OC)n3)CC2)c1
→ -2	8
CCN(Cc1ccccc1)C(=O)C1CCNCC1
→ -4	-4
CCC(=O)N1CCc2cc(Br)cc(S(=O)(=O)Nc3ccc(C(C)C)cc3)c21
→ -2	11

# Following part
# Values run as follows: Pf apPOL inh	mHTT-CaM PPI inh
OC(C#CC12CC3CC(CC(C3)C1)C2)c1cccnc1 (stereo not drawn)
→ -1	43
Cc1cccc(NC(=O)CC2SC(=Nc3c(C)cccc3C)N(C)C2=O)c1 (stereo not drawn)
→ -2	13
CCCC1c2ccc(C)n2CCN1C(=O)Nc1ccccc1C(=O)OCC (stereo not drawn)
→ -5	4
Cn1c(SCC(=O)NN2CC(=O)N(c3cccc(Cl)c3)CC2=O)nnc1-c1ccncc1
→ 2	.
COc1cccc(CN2CCc3c(cc(C(=O)NCC(C)C)n3C)C2)c1
→ -3	9
O=C(CSc1nnc(NC(=O)c2c(F)cccc2Cl)s1)c1ccccc1
→ 4	-2
Cc1cccc(-n2nc3c(c2NC(=O)c2ccc4c(c2)OCO4)CS(=O)(=O)C3)c1C
→ -2	-1
CCCc1cc(C2CCCN2Cc2cn[nH]c2-c2ccc(C)cc2)no1 (stereo not drawn)
→ -11	4
O=C(NCC(O)c1ccsc1)c1cc(=O)c2ccccc2o1 (stereo not drawn)
→ -9	-8
CN(CCNC(=O)C1CCN(c2cncnc2N2CCOCC2)CC1)C1CCCCC1
→ -7	-12
O=C1CCCC2=C1C(c1cccs1)Nc1ccc3ncccc3c12 (stereo not drawn)
→ 4	0
Cc1cc2[nH]c(C(=O)Nc3ccc(Cl)cc3C)c(CN(C)C)c2s1
→ 5	-1
CC(C)(C)c1ccc(SC(=O)c2ccc(OCC(F)(F)F)nc2)cc1
→ 1	.
COc1ccc(NC(=O)Cn2c(C)nc3c(c2=O)CCN(Cc2ccccc2)C3)cc1OC
→ -5	5
COc1ccc(OC)c(-c2cc3ccc(OC)cc3oc2=O)c1
→ -6	-8
Cc1cc(-c2nnc(-c3ccccc3)o2)c(C)n1CC(=O)N1CCCCCC1
→ -3	48
COc1ccc(CC(=O)N2CCCCC2CCN2CCCCC2)cc1 (stereo not drawn)
→ -8	-3
COc1cc(C=O)cc(Br)c1OCc1ccc(C(=O)O)cc1
→ -4	5
COc1ccc(-c2ccc(=O)n(C(C)C(=O)Nc3ccon3)n2)cc1 (stereo not drawn)
→ -6	-12
Cc1ccccc1Cn1c(=O)c(CCC(=O)NC2CCCCC2C)nc2ccccc21 (stereo not drawn)
→ -5	-7
COc1ccc(CNC(=O)C2CCN(c3c(C#N)cnc4ccc(F)cc34)CC2)cc1
→ 2	16
O=C(CSCc1cccc(Br)c1)N1CCCCC1
→ 3	-13
COc1ccccc1NCN1C(=O)c2ccccc2C1=O
→ 6	3
Cc1ccc(C(=O)NCc2ccc(S(N)(=O)=O)cc2)o1
→ 2	-3
O=C1CN(C(=O)COc2ccc(Cl)cc2)C(c2ccc(F)cc2)c2cc(F)ccc2N1 (stereo not drawn)
→ -1	24
N#CC(=CC(=CN1CCOCC1)c1ccccc1)c1ccccc1
→ -7	.
N.N.O=C(O)C1(C(=O)O)CCC1.[Pt+2]
→ 2	.
CCc1ccccc1NC(=O)c1ccc(C)cc1Cl
→ 4	-6
CN(C)C1CCN(Cc2ccccc2Br)CC1CO (stereo not drawn)
→ -6	-4
O=C(NCc1ccccc1)c1ccnc(-c2cccs2)c1
→ -2	-7
Nc1c(C(=O)c2ccc(Br)s2)oc2ccccc12
→ -2&-6	0&-18
Cc1ccc(C(=O)N2CCC(CC(=O)NCCCN3CCN(C)CC3)CC2)cc1
→ 1	3
Nc1ccc2nc(-c3ccc(-c4nc5ccc(N)cc5[nH]4)cc3)[nH]c2c1
→ 68*	35
CN1C(=O)C2(OCC(C)([N+](=O)[O-])CO2)c2ccccc21 (stereo not drawn)
→ -1	2

# High-throughput results deposited in PubChem by University of Kansas High Throughput Screening Laboratory.
